Gal4-VP16 FLuc = inhibits Gal4-VP16 luciferase reporter, ROR gamma counter-screen | Drosophila S2 Gal4-VP16 UAS-luciferase, luminescence, 20 h | Potency, µM (titrated, usually from 53.6 µM), without a hit: top-dose activity, negative = inhibition, actives largely listed as inhibitors | 310,000 compounds, 3.5% hits;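 also: Gal4-VP16 expression switched on by copper sulfate through the metallothionein promoter; % is scaled to controls: 0 for no effect and ±100 for the full control effect; nearly all actives have a fitted effect of over 50% in size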
BRCA1 expr act = BRCA1 expression activation; AID 624202; MCF7-BRCA1-FFLuc reporter, luminescence, 48 h; response scale: scaled: vehicle 0%, 10 µM genistein 100%; 380,000 compounds, 1.1% hits; Potency, µM (highest dose often 46.1 µM), inactives show at the top dose activation, actives largely listed as activators; also: nearly all actives have a fitted effect of over 80% in size; some results filed as inactive show a strong effect at the top dose
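Compounds are tested at multiple concentrations on MCF7 BRCA1-luciferase reporter cells seeded at 2000 per well; after 48 h, a single luminescence end-point is taken and curves fitted to the normalized data.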
RORgamma inh = blocks mouse ROR gamma transcriptional activity; P51450; Drosophila S2 Gal4-RORgamma UAS-luciferase reporter, 20 h; Potency, µM (titrated, usually from 53.6 µM), for inactives: top-dose activity change, negative = inhibition, most hits filed as inhibitors; 310,000 compounds, 5.4% hits; also: % is scaled to controls: 0 for no effect and ±100 for the full control effect; nearly all actives have a fitted effect of over 60% in size
Target sequence (P51450 whole entry, looked up, the tested form may be a part): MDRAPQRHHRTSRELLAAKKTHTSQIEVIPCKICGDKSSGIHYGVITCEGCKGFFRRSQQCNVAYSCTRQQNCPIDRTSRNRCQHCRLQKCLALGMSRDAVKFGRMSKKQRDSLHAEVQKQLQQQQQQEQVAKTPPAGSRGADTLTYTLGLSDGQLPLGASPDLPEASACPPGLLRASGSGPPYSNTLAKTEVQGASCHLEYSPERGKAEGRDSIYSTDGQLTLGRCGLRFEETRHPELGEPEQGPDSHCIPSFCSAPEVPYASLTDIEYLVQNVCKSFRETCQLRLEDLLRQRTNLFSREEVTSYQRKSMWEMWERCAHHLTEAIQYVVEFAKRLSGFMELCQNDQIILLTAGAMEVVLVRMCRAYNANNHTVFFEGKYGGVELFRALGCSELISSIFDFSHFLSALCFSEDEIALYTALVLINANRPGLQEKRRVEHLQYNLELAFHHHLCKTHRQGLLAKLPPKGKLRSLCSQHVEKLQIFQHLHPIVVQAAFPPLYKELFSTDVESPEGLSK
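Using a luciferase readout, inhibitors were identified by reduced reporter activity in Drosophila cells coexpressing a copper-inducible Gal4–ROR gamma fusion and UAS-driven Photinus luciferase, incubated 20 hr after 700 uM copper sulfate.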
Rab9 promoter act = activators of Rab9 promoter; Huh7 Rab9 promoter-luciferase reporter, luminescence, 24 h; Potency, µM (top dose mostly 9.22 µM), for the others: top-dose activation, negative = inhibition, most hits filed as activators; 320,000 compounds, 2.8% hits; AID 485297; also: % of control where 0% means no effect; nearly all actives have a fitted effect of over 60% in size
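Luciferase signal after 10 min detection reagent at ambient indicates Rab9 promoter upregulation; stably transfected Huh7 cells were treated 24 h with compound in DMSO at 37 °C, 5% CO2.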
FLuc counter = firefly luciferase modulation, counter-screen for miR-21 project; P08659; purified FLuc, Km substrates, luminescence inhibition; Potency, µM (series often up to 57.5 µM), for inactives: at the highest dose activity change, negative = inhibition, actives largely listed as inhibitors; 360,000 compounds, 6.9% hits; AID 588342;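 also: plate controls were vehicle for no effect and reference inhibitor for full effect; nearly all actives have a fitted effect of over 55% in size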
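Purified P. pyralis luciferase, 10 nM final, with Km-level 10 uM D-luciferin and 10 uM ATP in 50 mM Tris acetate pH 7.5, 10 mM Mg acetate, 0.01% Tween-20, 0.05% BSA; 6-point qHTS titration about 60 µM downward; luminescence read.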
p53 reactivation = re-activators of mutant p53 | H1299 p53-A138V BP100-luciferase reporter, luminescence, 24 h | Potency, µM (series often up to 92.2 µM), for the others: top-dose activity change, positive = activation, usual class: activators | 320,000 compounds, 0.063% hits | AID 504706; also: % of control where 0% means no effect; nearly all actives have a fitted effect of over 45% in size
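p53-null H1299 cells stably carrying temperature-sensitive p53-A138V and a BP100-luciferase reporter were pinned with compounds (4-point, 1:5 series) and held 24 hrs at 37 deg C. Luminescence was read 10 min after detection reagent.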
uPA surface inh = cell surface uPA generation inhibition | cell surface uPA generation assay, qHTS | AID 540303 | 330,000 compounds, 0.31% hits | Potency, µM (top dose mostly 38.3 µM), for the others: at the top dose activity change, negative = inhibition, most hits filed as inhibitors; active = well fitted inhibition curve with a large enough effect; inconclusive = small, poorly fitted or top-dose-only effect; inactive = no such curve, though single readings can be large or run the other way; tested in mouse RAW 264.7 cells; also: % is scaled to controls: 0 for no effect and ±100 for the full control effect; nearly all actives have a fitted effect of over 55% in size
NPC1 promoter act = activates the NPC1 promoter. Huh7 NPC1 promoter luciferase reporter, 24 h. AID 485313. Potency, µM (highest dose often 9.22 µM), without a hit: at the highest dose activation, actives largely listed as activators. 320,000 compounds, 2.4% hits;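 also: % of control where 0% means no effect; nearly all actives have a fitted effect of over 60% in size; reporter is driven by a mutant NPC1 promoter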
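Stable NPC1-promoter luciferase Huh7 line; cpd (DMSO) 24 h, 37 °C, 5% CO2; Amplite luciferase reagent 10 min RT; luminescence readout. qHTS format.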
ELG1 genotox = induces genotoxicity in HEK293T cells with luciferase-tagged ELG1; HEK293T ELG1-luciferase reporter, luminescence, 16 h; 330,000 compounds, 1.3% hits; Potency, µM (doses to about 46 µM), for inactives: at the highest dose activity change, positive = activation, hits mostly activators; AID 504466; also: % of control where 0% means no effect; nearly all actives have a fitted effect of over 60% in size
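Reporter readout depends on ELG1 protein level, which increases with genetic stress. After 16 hr compound exposure at 37 °C, luciferase activity was quantified using ONE-Glo.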
MBNL1-CUG inh = blocks human MBNL1 binding to CUG repeat RNA; AID 2675; Potency, µM (doses to about 57.5 µM), for inactives: at the highest dose activity change, negative = inhibition, hits mostly inhibitors; TR-FRET MBNL1-His/biotin-(CUG)12 binding, 665/545 ratio; 280,000 compounds, 0.036% hits; Q9NR56; active = well fitted inhibition curve with a large enough effect in the signal ratio, with a control signal flat, not every such curve was filed as active; inconclusive = small, poorly fitted or top-dose-only effect, or effect the other way, or a change in a side signal; inactive = no such curve, though single readings can be large or run the other way; the % refers to the signal ratio; also: % is scaled to controls: 0 for no effect and ±100 for the full control effect
Target sequence (Q9NR56 whole entry, looked up): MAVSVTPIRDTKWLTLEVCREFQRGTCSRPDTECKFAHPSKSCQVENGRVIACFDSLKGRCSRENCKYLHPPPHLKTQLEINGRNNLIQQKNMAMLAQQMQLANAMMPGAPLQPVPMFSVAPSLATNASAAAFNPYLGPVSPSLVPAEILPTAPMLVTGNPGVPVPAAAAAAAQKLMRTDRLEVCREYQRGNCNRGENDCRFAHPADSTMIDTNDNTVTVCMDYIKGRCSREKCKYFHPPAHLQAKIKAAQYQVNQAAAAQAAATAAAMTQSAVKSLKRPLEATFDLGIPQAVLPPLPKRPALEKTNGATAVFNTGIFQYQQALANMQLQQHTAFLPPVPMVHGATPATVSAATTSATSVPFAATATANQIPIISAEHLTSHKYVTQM
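TR-FRET between His-tagged MBNL1 and biotin-(CUG)12 RNA, detected with Tb anti-His antibody (0.055 ng/ul) and streptavidin-XL665 (5 nM), 60 min at room temperature. Compounds titrated 92 nM to 58 uM; 665/545 nm ratio normalized to buffer and complex controls.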
* = called active by the depositor; & = joins results of further samples; [ ] = remark or other dose. Unless noted, calls follow the shape of the dose curve; as a rule, active = well fitted curve in the direction sought with a large enough effect; inconclusive = small, poorly fitted or top-dose-only effect, or another doubt; inactive = no such curve, though single readings can be large; an effect the other way counts as inactive or inconclusive. Potency is read from the fitted curve at half-maximal effect.

For Fc1cc(F)c(NC(=S)N2CCOCC2)c(F)c1 the results were Gal4-VP16 FLuc -1%, BRCA1 expr act 0%, RORgamma inh -4%, Rab9 promoter act -7%, FLuc counter -1%, p53 reactivation -2%, uPA surface inh -6%, NPC1 promoter act 0%, ELG1 genotox -4% and MBNL1-CUG inh -5%.
`O=C(CCn1c(=O)c2cccn2c2cccnc21)N1CCN(c2cccc(Cl)c2)CC1` gave Gal4-VP16 FLuc inconclusive, BRCA1 expr act -34%, RORgamma inh -27%, Rab9 promoter act -3%, FLuc counter 2%&-9%, p53 reactivation -4%, uPA surface inh -3%, NPC1 promoter act 1%, ELG1 genotox -9% and MBNL1-CUG inh -5%.
CC1(C)C(/C=C/C=C/C=C/C=C2\N(CCCCS(=O)(=O)O)c3ccc4ccccc4c3C2(C)C)=[N+](CCCCS(=O)(=O)[O-])c2ccc3ccccc3c21 was read as Gal4-VP16 FLuc inconclusive, BRCA1 expr act 10%, RORgamma inh -10% and uPA surface inh 16%.
COC(=O)c1cccc(COC(=O)c2cccnc2SC)c1 was read as Gal4-VP16 FLuc inconclusive, BRCA1 expr act 54%, RORgamma inh -24%, Rab9 promoter act inconclusive, FLuc counter inconclusive, p53 reactivation 11%, uPA surface inh -9%, NPC1 promoter act inconclusive, ELG1 genotox inconclusive and MBNL1-CUG inh 2%.
Screening COc1cc(O)c(C(CCN2CCOCC2)c2cc(OC)c(OC)c(OC)c2)c(OC)c1 (stereo unspecified) returned Gal4-VP16 FLuc 5%&2%, BRCA1 expr act 14%, RORgamma inh -11%&-10%, Rab9 promoter act -2%, FLuc counter 0%, p53 reactivation 1%, uPA surface inh 5%, NPC1 promoter act 0%, ELG1 genotox 6% and MBNL1-CUG inh -2%.
Screening CCc1nnc(NC(=O)CCC(=O)NCCc2ccccc2)s1 returned Gal4-VP16 FLuc -5%, BRCA1 expr act 9%, RORgamma inh -3%, Rab9 promoter act -3%, FLuc counter 0%, p53 reactivation -5%, uPA surface inh -2%, NPC1 promoter act 0%, ELG1 genotox 1% and MBNL1-CUG inh -3%.
CCOc1ccccc1NC(=O)CSc1nc2ccccc2nc1N1CCOCC1 was read as Gal4-VP16 FLuc 0%, BRCA1 expr act -18%, RORgamma inh 15%, Rab9 promoter act 1%, FLuc counter -1%&-6%, p53 reactivation 3%, uPA surface inh -9%, NPC1 promoter act -1%, ELG1 genotox -2% and MBNL1-CUG inh 14%.
`Cc1cnc(C(=O)OCC(=O)c2ccc(C3CCCCC3)cc2)cn1` gave BRCA1 expr act 22%, Rab9 promoter act 0%, FLuc counter inconclusive, p53 reactivation -1%, uPA surface inh 16%, NPC1 promoter act 1% and ELG1 genotox 6%.
O=C(Nc1ccon1)c1ccc2c(c1)OCO2 was read as Gal4-VP16 FLuc 7%[0.365 µM], BRCA1 expr act 89%, RORgamma inh 19%, Rab9 promoter act inconclusive, FLuc counter inconclusive, p53 reactivation 0%, NPC1 promoter act 27%, ELG1 genotox inconclusive and MBNL1-CUG inh -1%.
`COc1cc(CNC2CCCCCCC2)c(Br)cc1OCCO` gave Gal4-VP16 FLuc -8%, BRCA1 expr act 3%, RORgamma inh 3%, Rab9 promoter act 1%, FLuc counter 7%, p53 reactivation inconclusive, uPA surface inh 2%, NPC1 promoter act -1%, ELG1 genotox -10% and MBNL1-CUG inh -3%.
CCOc1ccc(S(=O)(=O)N2CCCC(C(=O)NCc3cccnc3)C2)cc1Cl (stereo unspecified) was read as Gal4-VP16 FLuc -10%, BRCA1 expr act 5%, RORgamma inh 28%, Rab9 promoter act -4%, FLuc counter 2%, p53 reactivation -2%, uPA surface inh -3%, NPC1 promoter act -3%, ELG1 genotox -14% and MBNL1-CUG inh -4%.
For COc1cccc(NC(=O)c2ccccc2)c1 the results were BRCA1 expr act 8.9µM*, Rab9 promoter act 1.8µM*, FLuc counter 11µM*, p53 reactivation inconclusive, uPA surface inh inconclusive, NPC1 promoter act 2.8µM* and ELG1 genotox inconclusive.
For NC(=O)c1ccc(NC(=O)COC(=O)CC2Sc3ccccc3NC2=O)cc1 (stereo unspecified) the results were BRCA1 expr act -26%, Rab9 promoter act -2%, FLuc counter inconclusive, p53 reactivation 14%, uPA surface inh 13%, NPC1 promoter act 0%[1.84 µM] and ELG1 genotox 1%.
`CCN(CC(=O)NC(C)C)Cc1nc2sc3c(c2c(=O)[nH]1)CCC3` gave Gal4-VP16 FLuc 4.5µM*, BRCA1 expr act -26%, RORgamma inh 1.1µM*, Rab9 promoter act -11%, FLuc counter -1%, p53 reactivation 0%, uPA surface inh -3%, NPC1 promoter act -2%, ELG1 genotox -1% and MBNL1-CUG inh 3%.
For Cc1[nH]n(-c2ncc(-c3ccccc3)s2)c(=O)c1C(c1ccc(Cl)cc1)C(C#N)C#N (stereo unspecified) the results were Gal4-VP16 FLuc inconclusive, BRCA1 expr act -18%, RORgamma inh inconclusive, Rab9 promoter act -3%, FLuc counter inconclusive, p53 reactivation 4%, uPA surface inh 0%, NPC1 promoter act 1% and ELG1 genotox 5%.
`CC(C)c1nc(N2CCOCC2)c(C#N)c2c1CCC2` gave Gal4-VP16 FLuc 8%, BRCA1 expr act -9%, RORgamma inh 4%, Rab9 promoter act -5%, FLuc counter 7%, p53 reactivation 25%, uPA surface inh 6%, NPC1 promoter act 2%, ELG1 genotox -6% and MBNL1-CUG inh 2%.
O=C1Nc2ccccc2/C1=C/c1ccnc2ccccc12 was read as Gal4-VP16 FLuc 17%, BRCA1 expr act -22%, RORgamma inh -13%, Rab9 promoter act -1%, FLuc counter 0%, p53 reactivation -1%, uPA surface inh -16%, NPC1 promoter act -3%, ELG1 genotox -8% and MBNL1-CUG inh 19%.
`Cc1ccc(Cn2nnnc2CN2CCC(c3nc4ccc(Cl)cc4[nH]3)CC2)cc1` gave Gal4-VP16 FLuc -9%[0.365 µM], BRCA1 expr act -61%, RORgamma inh 43%, Rab9 promoter act -7%, FLuc counter -1%, p53 reactivation -14%, uPA surface inh -11%, NPC1 promoter act -6%, ELG1 genotox -38%[inhibitor] and MBNL1-CUG inh -3%.
CCC(=O)N1CCc2cc(S(=O)(=O)NCCC(=O)N3CCN(c4ccccc4)CC3)ccc21 was read as Gal4-VP16 FLuc 1%, BRCA1 expr act -38%, RORgamma inh 32%, Rab9 promoter act 2%, FLuc counter -1%, p53 reactivation -4%, uPA surface inh -14%, NPC1 promoter act -16%, ELG1 genotox -3% and MBNL1-CUG inh -1%.
`CCN(CC)S(=O)(=O)c1ccc(N2CCCC2)c(NS(=O)(=O)c2cccs2)c1` gave Gal4-VP16 FLuc 1%, BRCA1 expr act -7%, RORgamma inh 44%, Rab9 promoter act -4%, FLuc counter -7%, p53 reactivation 0%, uPA surface inh -4%, NPC1 promoter act 0%, ELG1 genotox 0% and MBNL1-CUG inh -2%.
`Cc1ccc2nc(SCC(=O)N3CCN(c4ccccc4)CC3)nc(=O)n2c1` gave BRCA1 expr act -4%, Rab9 promoter act 0%, FLuc counter 0%, p53 reactivation -7%, uPA surface inh -1%, NPC1 promoter act 7% and ELG1 genotox 2%.
Screening Cc1ccc(C(C(=O)NC(C)(C)C)N(C(=O)c2csnn2)c2cccc(F)c2)o1 (stereo unspecified) returned Gal4-VP16 FLuc -3%, BRCA1 expr act -28%, RORgamma inh -5%, Rab9 promoter act -6%, FLuc counter 2%, p53 reactivation 9%, uPA surface inh 2%, NPC1 promoter act 0%, ELG1 genotox 1% and MBNL1-CUG inh -9%.
For CSCCC(NS(=O)(=O)c1ccc(Cl)cc1)C(=O)OCC(=O)N(C(C)C)C(C)C (stereo unspecified) the results were Gal4-VP16 FLuc -3%, BRCA1 expr act 2%, RORgamma inh 24%, Rab9 promoter act -2%, FLuc counter 0%, p53 reactivation 1%, uPA surface inh 5%, NPC1 promoter act -4%, ELG1 genotox 2% and MBNL1-CUG inh -5%.
`CC(=O)Nc1ccc(NC(=O)/C=C/c2cccc(C(F)(F)F)c2)cc1` gave Gal4-VP16 FLuc -2%, BRCA1 expr act -5%, RORgamma inh 16%, Rab9 promoter act -4%, FLuc counter -2%, p53 reactivation -6%, uPA surface inh -10%, NPC1 promoter act 1%, ELG1 genotox 1% and MBNL1-CUG inh 68%[activator].
Screening COc1ccc(-c2cc3c(=O)n(CC(=O)NCCCc4ccccc4)ncn3n2)cc1 returned Gal4-VP16 FLuc -1%, BRCA1 expr act inconclusive, RORgamma inh -43%, Rab9 promoter act 4µM*, FLuc counter inconclusive, p53 reactivation 18%, uPA surface inh inconclusive, NPC1 promoter act 2.8µM*, ELG1 genotox inconclusive and MBNL1-CUG inh 7%.

2 compounds drawn at random from the list so far, as already listed:
`Cc1ccc2nc(SCC(=O)N3CCN(c4ccccc4)CC3)nc(=O)n2c1` gave BRCA1 expr act -4%, Rab9 promoter act 0%, FLuc counter 0%, p53 reactivation -7%, uPA surface inh -1%, NPC1 promoter act 7% and ELG1 genotox 2%.
Screening Cc1ccc(C(C(=O)NC(C)(C)C)N(C(=O)c2csnn2)c2cccc(F)c2)o1 (stereo unspecified) returned Gal4-VP16 FLuc -3%, BRCA1 expr act -28%, RORgamma inh -5%, Rab9 promoter act -6%, FLuc counter 2%, p53 reactivation 9%, uPA surface inh 2%, NPC1 promoter act 0%, ELG1 genotox 1% and MBNL1-CUG inh -9%.

High-throughput results as filed in PubChem BioAssay.
